Screens from PubChem.
PRC2 inh – inhibitors of human EZH2/PRC2 methyltransferase; PRC2 H3K27 methylation, DELFIA TRF, 1 h; inhibition, % at 12.5 µM; AID 651548; Q15910; 57,000 tested, 0.35% active;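 active means mean inhibition of replicates at least 50% and every single replicate also reaching 50%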;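 further: dimethyl H3K27 on biotinylated H3 21-44 peptide detected by antibody; plate controls were median neutral control wells for no effect and median positive control wells for full effect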
IDH1 R132H inh – blocks human IDH1 R132H reductase activity; O75874; diaphorase/resazurin fluorescence, 60 min; inhibition, % at 10 µM; 70,000 tested, 0.18% active; AID 624101; in the data active means inhibition above about 34%;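 further: 0% = DMSO and 100% = no enzyme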
Target sequence (O75874 whole entry R132H): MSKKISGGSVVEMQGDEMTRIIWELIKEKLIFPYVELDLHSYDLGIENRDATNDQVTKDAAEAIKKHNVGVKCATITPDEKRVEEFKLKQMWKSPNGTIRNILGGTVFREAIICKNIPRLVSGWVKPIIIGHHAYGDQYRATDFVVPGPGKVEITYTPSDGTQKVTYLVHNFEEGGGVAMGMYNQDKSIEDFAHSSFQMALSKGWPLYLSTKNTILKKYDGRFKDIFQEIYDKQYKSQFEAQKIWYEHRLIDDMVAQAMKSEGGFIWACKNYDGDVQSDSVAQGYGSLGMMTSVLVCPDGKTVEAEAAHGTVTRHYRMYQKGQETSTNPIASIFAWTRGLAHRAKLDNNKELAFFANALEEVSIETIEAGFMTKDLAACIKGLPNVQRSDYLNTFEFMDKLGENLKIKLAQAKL
An asterisk follows results filed as active; / = not tested or not shown.

smiles	PRC2 inh	IDH1 R132H inh
CC(C)C#Cc1ccc2c(c1)O[C@H](CN(C)C(=O)Nc1ccccc1)[C@@H](C)CN([C@@H](C)CO)S2(=O)=O	-18.9	/
COc1ccc(NC(=O)Nc2ccc3c(c2)CC(=O)N([C@H](C)CO)C[C@@H](C)[C@@H](CN(C)Cc2ccncc2)O3)cc1	/	4.0
C[C@@H]1CN([C@@H](C)CO)S(=O)(=O)c2ccc(C#CC3CC3)cc2O[C@@H]1CN(C)C(=O)Cc1ccncc1	-11.8	/
COc1ccc(C#Cc2cnc3c(c2)C(=O)N([C@H](C)CO)C[C@H](C)[C@H](CN(C)C(=O)CN(C)C)O3)cc1	-15.7	-4.4
CNC[C@@H]1Oc2cc(C#Cc3cccc(OC)c3)ccc2S(=O)(=O)N([C@@H](C)CO)C[C@H]1C	-23.6	0.3
O=C(CCN1CCCCC1)NCC[C@@H]1CC[C@H](NC(=O)C2CCCC2)[C@@H](CO)O1	-0.8	0.0
CO[C@@H]1CN(C)C(=O)c2cc(NS(=O)(=O)CC(F)(F)F)ccc2OC[C@H](C)N(CC2CCCCC2)C[C@@H]1C	10.6	0.1
C[C@H](CO)N1C[C@H](C)[C@@H](CN(C)Cc2ccc(C(=O)Nc3ccccc3N)cc2)Oc2ccc(NS(=O)(=O)c3ccc(F)cc3)cc2C1=O	-5.3	-0.3
CN1CCN(C(CC(=O)Nc2cccc([N+](=O)[O-])c2)C(=O)O)CC1 (centres undefined)	-13.0	0.1
CO[C@@H]1CN(C)C(=O)c2ccc(NS(C)(=O)=O)cc2OC[C@H](C)N(C(=O)CC2CC2)C[C@H]1C	12.4	0.0
CO[C@H]1CN(C)C(=O)c2cc(NC(=O)Nc3ccccc3Cl)ccc2OC[C@@H](C)NC[C@@H]1C	-5.2	0.4
O=c1cc(-c2ccc(O)cc2)oc2c(C3OCC(O)C(O)C3O)c(O)c(C3OC(CO)C(O)C(O)C3O)c(O)c12 (centres undefined)	58.2*	-0.6
O=C(CCCCCCC(=O)Nc1ccccc1O)N/N=C/c1ccc(Br)s1	25.3	/
COc1ccc(OCC(=O)Nc2ccc(NC(=O)c3ccccc3Cl)c(OC)c2)cc1	16.9	0.4
O=C(CSc1n[nH]c(-c2ccncc2)n1)Nc1cccc(Cl)c1	-12.2	0.5
C[C@@H]1CN([C@@H](C)CO)C(=O)Cc2cc(NC(=O)Nc3ccc4c(c3)OCO4)ccc2O[C@@H]1CN(C)C(=O)Nc1cccc2ccccc12	/	1.6
C[C@@H]1CCCCO[C@@H](CN(C)C(=O)c2ccccc2)[C@@H](C)CN([C@H](C)CO)C(=O)c2cc(NS(=O)(=O)c3ccc(Cl)cc3)ccc2O1	/	6.8
CCn1c(SCC(=O)Nc2ccc(Br)c(C)c2C)nnc1-c1ccccc1C	-9.7	-0.4
C[C@H](CO)N1C[C@H](C)[C@@H](CN(C)S(=O)(=O)c2ccccc2)Oc2ccc(NS(=O)(=O)c3ccc(F)cc3)cc2CC1=O	/	-0.7
COc1ccc(NC(=O)N(C)C[C@H]2Oc3ncc(C#C[C@@H](C)O)cc3C(=O)N([C@H](C)CO)C[C@H]2C)cc1	19.6	0.3
O=C(Nc1ccc2c(c1)[C@H]1C[C@@H](CC(=O)N3CCCCC3)O[C@@H](CO)[C@H]1O2)NC1CCCC1	-2.3	0.2
O=C(N[C@H]1CC[C@H](CCNS(=O)(=O)c2ccc(F)cc2)O[C@H]1CO)C1CCC1	-0.8	-0.1
C[C@@H]1CN([C@@H](C)CO)C(=O)c2cccc(NC(=O)Nc3ccc(C(F)(F)F)cc3)c2O[C@H]1CN(C)C(=O)NC1CCCCC1	-17.3	0.0
C[C@@H]1CN([C@H](C)CO)C(=O)c2cc(NS(C)(=O)=O)ccc2O[C@@H](C)CCCCO[C@H]1CN(C)C(=O)Nc1ccc2c(c1)OCO2	/	2.4
Cc1ccc(S(=O)(=O)N(C)C[C@H]2OCCCC[C@@H](C)Oc3ccc(NS(=O)(=O)c4c(C)noc4C)cc3C(=O)N([C@@H](C)CO)C[C@@H]2C)cc1	/	1.1
COc1ccc(NC(=O)NCc2ccccn2)cc1OC	1.8	-0.2
Cc1noc(C)c1NC(=O)N(C)C[C@@H]1Oc2ccc(NC(=O)CCCN(C)C)cc2C(=O)N([C@H](C)CO)C[C@H]1C	/	3.1
CC(C)NC(=O)N1[C@H](C#N)[C@@H](c2ccc(C#CC3CCCC3)cc2)[C@H]1CO	/	-0.6
C[C@@H]1CN([C@H](C)CO)C(=O)c2cc(NS(=O)(=O)c3ccc(Cl)cc3)ccc2O[C@@H]1CN(C)Cc1ccc(Oc2ccccc2)cc1	/	0.0
CN(C)CC(=O)Nc1ccc2c(c1)[C@@H]1C[C@@H](CC(=O)NCc3ccccc3)O[C@H](CO)[C@@H]1O2	-0.4	0.2

Entries of single compounds, quoted from the list.
O=C(N[C@H]1CC[C@H](CCNS(=O)(=O)c2ccc(F)cc2)O[C@H]1CO)C1CCC1 as listed: PRC2 inh: -0.8; IDH1 R132H inh: -0.1
COc1ccc(NC(=O)N(C)C[C@H]2Oc3ncc(C#C[C@@H](C)O)cc3C(=O)N([C@H](C)CO)C[C@H]2C)cc1 as listed: PRC2 inh: 19.6; IDH1 R132H inh: 0.3
C[C@@H]1CN([C@H](C)CO)C(=O)c2cc(NS(=O)(=O)c3ccc(Cl)cc3)ccc2O[C@@H]1CN(C)Cc1ccc(Oc2ccccc2)cc1 as listed: PRC2 inh: /; IDH1 R132H inh: 0.0

Next section
smiles	PRC2 inh	IDH1 R132H inh
CO[C@H]1CN(C)C(=O)c2ccc(NC(=O)Nc3ccccc3F)cc2OC[C@H](C)N(CC2CC2)C[C@H]1C	-9.9	0.0
C[C@H]1CN([C@@H](C)CO)C(=O)c2cc(NC(=O)Cc3cn(C)c4ccccc34)ccc2O[C@@H]1CN(C)C(=O)Nc1ccccc1	7.3	-8.0
O=C(COc1ccc(C(=O)Nc2ccc(F)cc2)cc1)Nc1cc(Cl)cc(Cl)c1	14.9	0.1
C[C@H]1CN([C@@H](C)CO)C(=O)c2cc(N(C)C)ccc2O[C@@H]1CN(C)C	-1.8	-0.5
CO[C@H]1CN(C)C(=O)c2ccc(NC(=O)C3CCC3)cc2OC[C@@H](C)N(Cc2ccncc2)C[C@@H]1C	-9.8	-0.2
CN(C)C(=O)C[C@@H]1C[C@H]2c3cc(NC(=O)Nc4ccc(C(F)(F)F)cc4)ccc3O[C@H]2[C@H](CO)O1	-31.6	-0.1
CCCN(C)C[C@H]1Oc2ncc(C#CCN(C)C)cc2C(=O)N([C@@H](C)CO)C[C@@H]1C	-1.0	-1.4
COC(=O)c1ccc(NC(=O)CNS(=O)(=O)c2c(C)cc(C)cc2C)cc1	-0.5	-0.5
C[C@@H]1CN([C@H](C)CO)C(=O)c2cc(-c3ccc(F)cc3)cnc2O[C@H]1CN(C)C(=O)c1ccncc1	23.1	/
C[C@H](CO)N1C[C@H](C)[C@H](CN(C)Cc2ccc(C(=O)O)cc2)Oc2ccc(NS(C)(=O)=O)cc2CC1=O	/	5.8
COc1cccc(S(=O)(=O)N[C@H]2CC[C@H](CCn3cc(-c4ccccn4)nn3)O[C@H]2CO)c1	-10.6	-0.4
Cc1noc(C)c1NC(=O)N(C)C[C@H]1OCCCC[C@H](C)Oc2ccc(NC(=O)NC3CCCCC3)cc2C(=O)N([C@H](C)CO)C[C@@H]1C	/	4.4
C[C@@H]1CN([C@H](C)CO)C(=O)Cc2cc(NS(=O)(=O)c3ccccc3)ccc2O[C@H]1CN(C)S(=O)(=O)c1cccs1	/	0.1
COc1ccc(S(=O)(=O)N(C)CC(=O)Nc2ccccc2C(F)(F)F)cc1Cl	-3.3	0.2
Cc1ccc(S(=O)(=O)N(C)C[C@H]2OCCCC[C@@H](C)Oc3ccc(NC(=O)CCC(F)(F)F)cc3C(=O)N([C@H](C)CO)C[C@@H]2C)cc1	/	0.3

Three entries already listed, sorted by number of heavy atoms, largest number first:
smiles	PRC2 inh	IDH1 R132H inh
C[C@@H]1CN([C@H](C)CO)C(=O)Cc2cc(NS(=O)(=O)c3ccccc3)ccc2O[C@H]1CN(C)S(=O)(=O)c1cccs1	/	0.1
CO[C@H]1CN(C)C(=O)c2ccc(NC(=O)Nc3ccccc3F)cc2OC[C@H](C)N(CC2CC2)C[C@H]1C	-9.9	0.0
CO[C@H]1CN(C)C(=O)c2ccc(NC(=O)C3CCC3)cc2OC[C@@H](C)N(Cc2ccncc2)C[C@@H]1C	-9.8	-0.2

(listing goes on)
smiles	PRC2 inh	IDH1 R132H inh
CC(C)NC(=O)Nc1ccc2c(c1)CC(=O)N([C@@H](C)CO)C[C@@H](C)[C@@H](CN(C)S(=O)(=O)c1ccc(F)cc1)O2	14.6	3.0
COc1ccc(CN(C)C[C@@H]2Oc3ccc(NS(=O)(=O)c4ccc(F)cc4)cc3CC(=O)N([C@H](C)CO)C[C@@H]2C)cc1	17.0	/
[N-]=[N+]=Nc1ccccc1C[C@]1(C(=O)NCCN2CCOCC2)N=C(c2ccc(OCCCO)cc2)O[C@H]1c1ccccc1	-1.3	/
C[C@@H]1CN([C@@H](C)CO)C(=O)Cc2cc(NC(=O)Cc3ccccc3)ccc2O[C@H]1CN(C)Cc1ccccc1	-17.4	0.5
CCC(=O)Nc1ccc2c(c1)C(=O)N(C)C[C@@H](OC)[C@H](C)CN(Cc1cccnc1)[C@@H](C)CO2	-2.8	0.1
C[C@@H]1CN([C@@H](C)CO)C(=O)c2c(c3ccccc3n2C)-c2ccccc2CO[C@H]1CN(C)S(=O)(=O)c1cccc(C#N)c1	-25.9	/
C[C@H]1CN([C@@H](C)CO)C(=O)c2cccc(NC(=O)C3CCOCC3)c2O[C@@H]1CN(C)S(=O)(=O)c1ccccc1	/	3.0
O=C(C[C@@H]1C=C[C@H](NC(=O)CN2CCOCC2)[C@H](CO)O1)NCCc1ccccc1	2.6	0.3
C[C@@H]1CN([C@H](C)CO)C(=O)c2cc(NC(=O)CCCCCC(=O)Nc3ccccc3N)ccc2O[C@H]1CN(C)S(C)(=O)=O	21.0	/
CO[C@H]1CN(C)C(=O)c2cc(NC(=O)Nc3cccc(Cl)c3)ccc2OC[C@H](C)N(C)C[C@H]1C	-14.3	0.1
COC(=O)CNC(=O)c1cn(-c2ccccc2)nc1-c1cc2ccccc2oc1=O	3.6	0.2
O=C(C[C@H]1C[C@H]2c3cc(NC(=O)C4CCOCC4)ccc3O[C@H]2[C@@H](CO)O1)NCCc1ccccc1	13.4	0.2
O=C(C[C@@H]1CC[C@@H](NC(=O)c2ccc(F)cc2)[C@H](CO)O1)NCCc1ccncc1	-6.4	0.0
Cc1noc(C)c1NC(=O)N(C)C[C@@H]1Oc2c(NC(=O)c3cnccn3)cccc2C(=O)N([C@@H](C)CO)C[C@@H]1C	/	-1.6
COc1ccccc1NC(=O)CCc1nc(-c2ccccc2F)no1	-15.8	-0.2
O=C(CSc1nnc(-c2ccncc2)n1-c1ccc(F)cc1)Nc1ccc(Cl)cc1	-12.4	-0.2
COc1cccc(S(=O)(=O)Nc2ccc3c(c2)C(=O)N(C)C[C@H](OC)[C@@H](C)CN[C@@H](C)CO3)c1	1.6	0.6
CC(=O)O[C@]1(C(C)=O)CCC2C3C=C(Cl)C4=CC(=O)CC[C@]4(C)C3CC[C@@]21C (some centres undefined)	/	-0.1
CCCNC(=O)Nc1ccc2c(c1)OC[C@@H](C)N(CCC)C[C@H](C)[C@H](OC)CN(C)C2=O	11.6	-0.4
O=C(NCc1nc2ccccc2[nH]1)C1=C[C@H](c2ccc3c(c2)OCO3)C[C@H](OCc2ccc(CO)cc2)O1	-15.0	/
C[C@H]1CN([C@@H](C)CO)C(=O)Cc2cc(NS(C)(=O)=O)ccc2O[C@H]1CN(C)CC1CCCCC1	-0.8	-0.1
CC(C)C#Cc1cnc2c(c1)C(=O)N([C@@H](C)CO)C[C@@H](C)[C@H](CN(C)C(=O)Nc1cccc(F)c1)O2	/	1.2
Cc1cccnc1NCC(O)COc1ccccc1 (centres undefined)	/	0.5
C[C@@H]1CN([C@@H](C)CO)C(=O)c2cc(NC(=O)C3CC3)ccc2O[C@@H]1CN(C)C(=O)Nc1ccc(C(F)(F)F)cc1	/	0.1
COc1cccc(-c2cn(CC[C@H]3CC[C@H](NC(C)=O)[C@H](CO)O3)nn2)c1	22.7	-0.3
C[C@H](CO)N1C[C@H](C)[C@H](CN(C)C(=O)Nc2ccccc2F)Oc2cc(-c3ccc(F)cc3)ccc2S1(=O)=O	-6.4	0.0
C[C@@H]1CN([C@@H](C)CO)C(=O)c2cc(NS(=O)(=O)c3cccs3)ccc2O[C@@H]1CN(C)S(=O)(=O)c1ccc(Cl)cc1	/	0.0
C[C@H](CO)N1C[C@H](C)[C@H](CN(C)C(=O)Nc2ccc(F)cc2)Oc2ncc(C#Cc3ccc(F)cc3)cc2C1=O	-48.9	0.2
O=[N+]([O-])c1ccc(N2CCN(S(=O)(=O)c3ccc(F)cc3)CC2)cc1NCc1cccnc1	-17.8	5.5
C[C@H](CO)N1C[C@H](C)[C@H](CN(C)C(=O)Nc2cccc3ccccc23)Oc2c(NS(=O)(=O)c3cn(C)cn3)cccc2C1=O	/	-2.9
Cc1noc(C)c1S(=O)(=O)N(C)C[C@H]1Oc2ccc(NC(=O)Cc3ccccc3)cc2CC(=O)N([C@H](C)CO)C[C@@H]1C	/	-0.1
O=C(N[C@H]1CC[C@H](CCn2cc(C3(O)CCCC3)nn2)O[C@@H]1CO)C1CCC1	-1.3	0.4

These rows are one share of the data; the hit share may differ from the screen's.
